Screens as filed in PubChem BioAssay.
IL1B secr inh – inhibitors of inflammasome signaling (IL-1 beta secretion); THP-1 LPS/ATP IL-1B secretion, AlphaLISA, 16 h; active compounds read low; activity change, % at 57.5 µM; 360,000 tested, 4.7% active; AID 743279; in the data active means activity change below about -50%; inconclusive means mostly about -30% to -49%; further: on the % scale 0 is the no-effect control and ±100 the full control effect
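Secreted IL-1B measured by AlphaLISA bead assay after 16 h compound exposure of THP-1 cells; compounds (final up to 57.5 uM) added 1 h before LPS (250 ng/mL) and ATP (1.25 mM) stimulation; lower signal means less secretion.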
KB-V1 cytotox – KB-V1 MDR subline cytotoxicity; AID 1347076; KB-V1 MDR cells viability, CellTiter-Glo, 72 h; 400,000 tested, 3.4% active; Potency, µM (titrated, usually from 46.1 µM), without a hit: top-dose activity change, negative = cytotoxicity, actives largely listed as cytotoxic; further: potency means the concentration at half of the fitted maximal effect; on the % scale 0 is the no-effect control and ±100 the full control effect; nearly all actives have a fitted effect of over 60% in size
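Cytotoxicity via CellTiter-Glo luminescence after 72 h compound exposure at 37 degrees C. Cells: drug-selected KB-V1 line, DMEM phenol-red free plus 10% FBS. Compounds tested at multiple concentrations; normalized data fitted to concentration-effect curves.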
HT1080 IDH1KD tx – toxicity to HT-1080 IDH1 knockdown cells (counter line). HT-1080 IDH1 knockdown viability, ATP luminescence, 48 h. Potency, µM (top dose mostly 46.1 µM), without a hit: at the top dose activity, negative = toxicity, hits mostly cytotoxic. 360,000 tested, 2% active;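 further: potency means the concentration at half of the fitted maximal effect; 0% = DMSO wells and -100% = cell-free medium wells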
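Assay cells: HT-1080 with IDH1 knockdown, 750 per well, RPMI/5% FBS. Exposure: 48 h at 37 °C following 2 h pre-incubation. Read: CellTiter-Glo luminescence; fitted concentration-response, curve class assigned.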
KB-3-1 cytotox – KB-3-1 parental cell cytotoxicity. Potency, µM (series often up to 46.1 µM), for the others: at the top dose activity change, negative = cytotoxic, most hits filed as cytotoxic. 400,000 tested, 1.4% active. KB-3-1 viability, CellTiter-Glo ATP luminescence, 72 h; further: potency means the concentration at half of the fitted maximal effect; on the % scale 0 is the no-effect control and ±100 the full control effect; nearly all actives have a fitted effect of over 60% in size
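Here the drug-naive KB-3-1 line serves as comparator for MDR sub-line selectivity; cells received compound titrations, 72 h at 37 °C, then CellTiter-Glo readout.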
SW480 rerep – DNA re-replication induction in SW480 cells. Potency, µM (doses to about 46.1 µM), for the others: at the top dose re-replication activation, hits mostly activators. SW480 DNA re-replication, Hoechst DNA content imaging, 48 h. 340,000 tested, 1.8% active; further: potency means the concentration at half of the fitted maximal effect; % of control where 0% means no effect; nearly all actives have a fitted effect of over 55% in size
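DNA re-replication was detected as more nuclei of elevated Hoechst intensity after 48 hr exposure to compound (23 nL pinned per well of 250 cells).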
HT1080NT lethal – kills 2HG-producing HT-1080-NT fibrosarcoma cells. HT-1080-NT fibrosarcoma viability, CellTiter-Glo ATP luminescence, 48 h. Potency, µM (series often up to 46.1 µM), inactives show at the top dose activity, negative = less viability, most hits filed as cytotoxic. 360,000 tested, 1.6% active. AID 686970;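 further: NT is the 2HG producing partner of a matched IDH1 knockdown line; potency means the concentration at half of the fitted maximal effect; 0% = DMSO-treated cells and -100% = media-only wells without cells; nearly all actives have a fitted effect of over 55% in size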
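Fibrosarcoma NT cells, 750 per well in 5% FBS RPMI, were exposed to compound for 48 hours. Viability: CellTiter-Glo luminescence.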
ATXN2 expr inh – reduces ATXN2 reporter expression in HEK-293 cells | Potency, µM (titrated, usually from 57 µM), without a hit: at the top dose activity change, negative = inhibition, hits mostly inhibitors | HEK-293 ATXN2-luciferase reporter, luminescence, 24 h | 360,000 tested, 0.72% active; further: potency means the concentration at half of the fitted maximal effect; on the % scale 0 is the no-effect control and ±100 the full control effect; nearly all actives have a fitted effect of over 55% in size
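qHTS (up to 57 uM final) was run with 24 h compound exposure of reporter cells at 37 °C. Each well was multiplexed: SteadyGlo luminescence measured ATXN2-luciferase expression after a fluorogenic Gly-Phe-AFC viability readout (25 uM final).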
MCF10A rerep – DNA re-replication induction in MCF 10a cells; MCF 10A DNA re-replication, Hoechst nuclear intensity, 48 h; Potency, µM (titrated, usually from 46.1 µM), for inactives: at the top dose activity, positive = re-replication, actives largely listed as activators; 350,000 tested, 2.9% active; further: potency means the concentration at half of the fitted maximal effect; % of control where 0% means no effect; nearly all actives have a fitted effect of over 50% in size
ATXN viability – cell viability loss in ATXN counter-screen. S2 cells (HEK-293 line with an ATXN2-luciferase reporter) viability, CellTiter-Fluor protease fluorescence, 24 h. Potency, µM (titrated, usually from 56.7 µM), usual class: cytotoxic. 400,000 tested, 0.49% active; further: potency means the concentration at half of the fitted maximal effect; nearly all actives have a fitted effect of over 40% in size
The depositor's hits bear a star; [ ] = remark or other dose. Unless noted, the call rests on the fitted dose curve; in most records, active means well fitted curve in the direction sought with a large enough effect; inconclusive means small, poorly fitted or top-dose-only effect, or another doubt; inactive means no such curve, though single readings can be large; an effect the other way counts as inactive or inconclusive.

Screening CCCOc1ccc(N2C(=O)CC(N(CCCO)C(=O)CC)C2=O)cc1 (configuration not stated) returned IL1B secr inh 11, KB-V1 cytotox 20%, HT1080 IDH1KD tx 6%, KB-3-1 cytotox 19%, SW480 rerep -10%, HT1080NT lethal 10%, ATXN2 expr inh -2%, MCF10A rerep 1% and ATXN viability inactive.
Screening CCOc1ccccc1NC(=O)COC(=O)C1CC1 returned IL1B secr inh 1, KB-V1 cytotox -7%, HT1080 IDH1KD tx 11%, KB-3-1 cytotox 1%, SW480 rerep -15%, HT1080NT lethal 15%, ATXN2 expr inh -12%, MCF10A rerep -1% and ATXN viability inactive.
CCOC(=O)Cc1csc(NC(=O)/C=C/c2ccc(OC)cc2)n1 was read as IL1B secr inh -5, KB-V1 cytotox -16%, HT1080 IDH1KD tx -26%, KB-3-1 cytotox -4%, SW480 rerep 1%, HT1080NT lethal -23%, ATXN2 expr inh inconclusive, MCF10A rerep -4% and ATXN viability inactive.
For CCc1ccc(NC(=S)Nc2cccc(OC)c2)cc1 the results were IL1B secr inh -18, KB-V1 cytotox -6%, HT1080 IDH1KD tx -9%, KB-3-1 cytotox -1%, SW480 rerep 6%, HT1080NT lethal -5%, ATXN2 expr inh 7%, MCF10A rerep 15% and ATXN viability inactive.
Screening Cc1[nH]c2ccccc2c1/C=N/NC(=O)c1cc(C(C)C)[nH]n1 returned IL1B secr inh -1, KB-V1 cytotox 0%, HT1080 IDH1KD tx 11%, KB-3-1 cytotox 12%, SW480 rerep -7%, HT1080NT lethal 23%, ATXN2 expr inh 6%, MCF10A rerep -6% and ATXN viability inactive.
`Cc1ccc2[nH]c3c(c2c1)CCNC3=O` gave IL1B secr inh -23, KB-V1 cytotox 5.8µM*, HT1080 IDH1KD tx -15%, KB-3-1 cytotox inconclusive, SW480 rerep -13%, HT1080NT lethal -4%, ATXN2 expr inh 14%, MCF10A rerep 0% and ATXN viability inactive.
For Cc1cc(NS(=O)(=O)c2ccc(NC(NC(=O)C(C(F)(F)F)C(F)(F)F)(C(F)(F)F)C(F)(F)F)cc2)no1 the results were IL1B secr inh 7, KB-V1 cytotox 5%, HT1080 IDH1KD tx 1%, KB-3-1 cytotox -4%, SW480 rerep 5%, HT1080NT lethal 1%, ATXN2 expr inh -11%, MCF10A rerep -4% and ATXN viability inactive.
CCCCc1nc2ccccc2n2c(-c3ccc(C)cc3)c3c(=O)n(C)c(=O)n(C)c3c12 was read as KB-V1 cytotox 8%, KB-3-1 cytotox 0%, ATXN2 expr inh -5% and ATXN viability inactive.
`Cc1cc(-c2nn(-c3ccccc3)cc2/C=C2\SC(N)=NC2=O)ccc1OC(C)C` gave IL1B secr inh -8, KB-V1 cytotox 16µM*, HT1080 IDH1KD tx 2%, KB-3-1 cytotox inconclusive, SW480 rerep inconclusive, HT1080NT lethal 7%, ATXN2 expr inh -23%, MCF10A rerep 4.1µM* and ATXN viability inconclusive.
`CC(C)(C)NC(=O)COC(=O)c1cc(F)c(F)cc1Cl` gave IL1B secr inh 4, KB-V1 cytotox 1%, HT1080 IDH1KD tx 7%, KB-3-1 cytotox 17%, SW480 rerep -1%, HT1080NT lethal 2%, ATXN2 expr inh 6%, MCF10A rerep -2% and ATXN viability inactive.

Continued; it opens with the two that closed the last part.
`Cc1cc(-c2nn(-c3ccccc3)cc2/C=C2\SC(N)=NC2=O)ccc1OC(C)C` gave IL1B secr inh -8, KB-V1 cytotox 16µM*, HT1080 IDH1KD tx 2%, KB-3-1 cytotox inconclusive, SW480 rerep inconclusive, HT1080NT lethal 7%, ATXN2 expr inh -23%, MCF10A rerep 4.1µM* and ATXN viability inconclusive.
`CC(C)(C)NC(=O)COC(=O)c1cc(F)c(F)cc1Cl` gave IL1B secr inh 4, KB-V1 cytotox 1%, HT1080 IDH1KD tx 7%, KB-3-1 cytotox 17%, SW480 rerep -1%, HT1080NT lethal 2%, ATXN2 expr inh 6%, MCF10A rerep -2% and ATXN viability inactive.
For CN(Cc1nnc(-c2ccc(F)cc2)o1)c1ccccc1 the results were IL1B secr inh 6, KB-V1 cytotox -3%, HT1080 IDH1KD tx 13%, KB-3-1 cytotox 12%, SW480 rerep inconclusive, HT1080NT lethal 23%, ATXN2 expr inh 38%, MCF10A rerep -6% and ATXN viability inactive.
For CC(C)(C)n1ncc2c(=O)n(Cc3ccc(Cl)c(Cl)c3)cnc21 the results were IL1B secr inh 9, KB-V1 cytotox 0%, HT1080 IDH1KD tx 10%, KB-3-1 cytotox 8%, SW480 rerep 0%, HT1080NT lethal 13%, ATXN2 expr inh -8%, MCF10A rerep 3% and ATXN viability inactive.
`NS(=O)(=O)c1ccc(CCNC(=O)CSc2ccc([N+](=O)[O-])cc2)cc1` gave IL1B secr inh 26, KB-V1 cytotox 12%, HT1080 IDH1KD tx 5%, KB-3-1 cytotox -12%, SW480 rerep -11%, HT1080NT lethal 1%, ATXN2 expr inh 10%, MCF10A rerep -6% and ATXN viability inactive.
For CCCOC(=O)c1ccc(NC(=O)C2CCCO2)cc1 (configuration not stated) the results were IL1B secr inh 22, KB-V1 cytotox -1%, HT1080 IDH1KD tx 11%, KB-3-1 cytotox 6%, SW480 rerep 1%, HT1080NT lethal 17%, ATXN2 expr inh -11%, MCF10A rerep 13% and ATXN viability inconclusive.
`CC(NC(=O)Cc1ccc(S(=O)(=O)N2CCOCC2)s1)c1ccc(Br)cc1` (configuration not stated) gave IL1B secr inh -9, KB-V1 cytotox inconclusive, HT1080 IDH1KD tx -4%, KB-3-1 cytotox -5%, SW480 rerep 5%, HT1080NT lethal -11%, ATXN2 expr inh -12%, MCF10A rerep 14% and ATXN viability inactive.
O=C(CSc1nnc(COc2cccc3ccccc23)o1)N1c2ccccc2CCc2ccccc21 was read as IL1B secr inh 64, KB-V1 cytotox -7%, HT1080 IDH1KD tx 6%, KB-3-1 cytotox 2%, SW480 rerep 0%, HT1080NT lethal 0%, ATXN2 expr inh -5%, MCF10A rerep -5% and ATXN viability inactive.
For COCCNC(=S)N/N=C/c1c(C)[nH]c2ccccc12 the results were IL1B secr inh -70*, KB-V1 cytotox inconclusive, HT1080 IDH1KD tx -13%, KB-3-1 cytotox -29%, SW480 rerep 10%, HT1080NT lethal -3%, ATXN2 expr inh -7%, MCF10A rerep 5% and ATXN viability inactive.
`COc1ccc(CN(CCCn2cnc3c(OC)ncnc32)CCCn2cnc3c(OC)ncnc32)cc1` gave IL1B secr inh 18, KB-V1 cytotox -1%, HT1080 IDH1KD tx 8%, KB-3-1 cytotox -5%, HT1080NT lethal 13%, ATXN2 expr inh -16% and ATXN viability inactive.
Screening Cc1ccc(NC(=O)O/N=C/c2ccc(Br)cc2)cc1 returned IL1B secr inh 5, KB-V1 cytotox inconclusive, HT1080 IDH1KD tx 5%, KB-3-1 cytotox 0%, SW480 rerep -9%, HT1080NT lethal 0%, ATXN2 expr inh 10%, MCF10A rerep -4% and ATXN viability inactive.
Screening O=C1c2ccccc2NC(c2cccs2)N1NS(=O)(=O)c1ccccc1 (configuration not stated) returned IL1B secr inh -5, KB-V1 cytotox inconclusive, HT1080 IDH1KD tx -1%, KB-3-1 cytotox 0%, SW480 rerep 26%, HT1080NT lethal -6%, ATXN2 expr inh -1%, MCF10A rerep inconclusive and ATXN viability inactive.
Screening CCOc1ccc(N2CC(C(=O)N3CCN(C(=O)c4ccco4)CC3)CC2=O)cc1 (configuration not stated) returned IL1B secr inh -16, KB-V1 cytotox -14%, HT1080 IDH1KD tx 17%, KB-3-1 cytotox 7%, SW480 rerep 7%, HT1080NT lethal 1%, ATXN2 expr inh -16%, MCF10A rerep -2% and ATXN viability inactive.
For Cc1ccc(S(=O)(=O)N2CCOC2CNC(=O)C(=O)NCCCN2CCOCC2)cc1 (configuration not stated) the results were IL1B secr inh 6, KB-V1 cytotox 3%, HT1080 IDH1KD tx -2%, KB-3-1 cytotox -3%, SW480 rerep -13%, HT1080NT lethal 1%, ATXN2 expr inh -4%, MCF10A rerep -8% and ATXN viability inactive.
Screening O=C(NCc1ccccc1Cl)c1cnc2ccccc2n1 returned IL1B secr inh 17, KB-V1 cytotox inconclusive, HT1080 IDH1KD tx 0%, KB-3-1 cytotox 2%, SW480 rerep -4%, HT1080NT lethal -8%, ATXN2 expr inh 8%, MCF10A rerep 1% and ATXN viability inactive.
Screening CCC(CO)Oc1cc(NCc2ccccc2)c2ncn(C3CCCC3)c2c1 (configuration not stated) returned IL1B secr inh 31, KB-V1 cytotox -8%, HT1080 IDH1KD tx -20%, KB-3-1 cytotox inconclusive, SW480 rerep 6%, HT1080NT lethal -27%, ATXN2 expr inh -37%, MCF10A rerep inconclusive and ATXN viability inconclusive.
Screening CC1CCC2C(=O)N(c3ccccc3OC(=O)c3ccccc3F)C(=O)C2C1 (configuration not stated) returned IL1B secr inh 12, KB-V1 cytotox 18%, HT1080 IDH1KD tx -6%, KB-3-1 cytotox -8%, SW480 rerep 11%, HT1080NT lethal -11%, ATXN2 expr inh -23%, MCF10A rerep -5% and ATXN viability inactive.
For Nc1sc(-c2ccccc2)cc1C(=O)NCCN1CCOCC1 the results were IL1B secr inh -7, KB-V1 cytotox -15%, HT1080 IDH1KD tx 11%, KB-3-1 cytotox 15% and HT1080NT lethal 4%.
`Cn1c(=O)c2cc(NC(=S)NCc3ccccc3F)ccc2n1Cc1cccc(C(F)(F)F)c1` gave IL1B secr inh -1, KB-V1 cytotox -23%, HT1080 IDH1KD tx 0%, KB-3-1 cytotox 0%, HT1080NT lethal -11%, ATXN2 expr inh -18% and ATXN viability inactive.
COc1ccc(-c2oc(/N=C/N3CCOCC3)c(C#N)c2-c2ccc(OC)cc2)cc1 was read as IL1B secr inh inconclusive, KB-V1 cytotox inconclusive, HT1080 IDH1KD tx 2%, KB-3-1 cytotox inconclusive, SW480 rerep -5%, HT1080NT lethal 1%, ATXN2 expr inh -6%, MCF10A rerep 23% and ATXN viability inactive.
`CCOC(=O)c1[nH]c2ccccc2c1NC(=S)Nc1ccccc1` gave IL1B secr inh 5, KB-V1 cytotox inconclusive, HT1080 IDH1KD tx -7%, KB-3-1 cytotox 22%, SW480 rerep -7%, HT1080NT lethal 11%, ATXN2 expr inh 46%[activator], MCF10A rerep -3% and ATXN viability inactive.
